CRFBP-R2 block: antagonists of CRF-BP/CRF-R2 complex, primary screen, cell-based, HEK293, calcium dye fluorescence, uHTS. AID 588475, 2011. actives 0.59% (n = 350,000). CRF-induced calcium fluorescence. inhibition, % at 11.8 µM;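 active = inhibition of the ligand-induced calcium signal above about 50% at the single tested concentration, limit read from the data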
CRFBP-R2 agonist: agonists of CRF-BP/CRF-R2 complex, primary screen, cell-based, HEK293, calcium dye fluorescence, uHTS. activation, % at 13.2 µM. calcium dye fluorescence (FLIPR); percent of saturating CRF peptide response. actives 0.46% (n = 350,000). AID 588473, 2011. CRF-binding protein / CRF receptor 2 complex (human);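 active = activation of at least 50%, plus an integration ratio under a set limit after plate pattern correction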;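 also: plate controls were neutral control wells without compound for no effect and CRF at EC100 for full effect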
M4 antag: human M4 muscarinic receptor antagonists, primary screen, CHO cells, Fluo-8 calcium fluorescence; CHO-hM4 cells, ACh EC80; Muscarinic acetylcholine receptor M4 (Homo sapiens), P08173; inhibition, % at 3 µM; AID 624125, 2012; actives 0.73% (n = 360,000);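 active = inhibition above its plate's cutoff, the mean inhibition of sample wells plus 3 SD, cut at about 27% in these data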;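 also: 0% = acetylcholine EC80 with DMSO and 100% = DMSO without agonist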
Target sequence (P08173 whole entry, looked up): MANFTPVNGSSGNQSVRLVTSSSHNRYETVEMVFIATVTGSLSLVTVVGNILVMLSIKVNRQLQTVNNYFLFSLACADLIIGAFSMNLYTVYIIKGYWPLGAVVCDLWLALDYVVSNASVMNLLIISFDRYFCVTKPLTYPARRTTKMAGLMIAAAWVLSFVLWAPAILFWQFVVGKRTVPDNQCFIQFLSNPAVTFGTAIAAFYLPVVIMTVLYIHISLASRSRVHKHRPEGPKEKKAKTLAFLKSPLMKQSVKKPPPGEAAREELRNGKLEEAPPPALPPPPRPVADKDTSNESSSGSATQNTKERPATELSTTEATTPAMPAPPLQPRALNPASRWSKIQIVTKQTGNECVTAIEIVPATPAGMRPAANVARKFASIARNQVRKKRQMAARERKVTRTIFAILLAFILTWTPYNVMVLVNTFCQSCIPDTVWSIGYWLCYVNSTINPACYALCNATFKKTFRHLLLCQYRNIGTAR
M5 ag: human M5 muscarinic receptor agonists, primary screen, CHO-K1 cells, Fluo-8 calcium fluorescence | Muscarinic acetylcholine receptor M5 (Homo sapiens), P08912 | CHO-K1 hM5 cells; 0% DMSO wells, 100% maximal acetylcholine response | activation, % at 3 µM | actives 0.19% (n = 360,000) | AID 624037, 2012;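 active = activation above the run's mean over test compounds plus 3 SD, cut at about 23% in these data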;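 also: signal is peak over basal fluorescence ratio across the kinetic read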
Target sequence (P08912 whole entry, looked up): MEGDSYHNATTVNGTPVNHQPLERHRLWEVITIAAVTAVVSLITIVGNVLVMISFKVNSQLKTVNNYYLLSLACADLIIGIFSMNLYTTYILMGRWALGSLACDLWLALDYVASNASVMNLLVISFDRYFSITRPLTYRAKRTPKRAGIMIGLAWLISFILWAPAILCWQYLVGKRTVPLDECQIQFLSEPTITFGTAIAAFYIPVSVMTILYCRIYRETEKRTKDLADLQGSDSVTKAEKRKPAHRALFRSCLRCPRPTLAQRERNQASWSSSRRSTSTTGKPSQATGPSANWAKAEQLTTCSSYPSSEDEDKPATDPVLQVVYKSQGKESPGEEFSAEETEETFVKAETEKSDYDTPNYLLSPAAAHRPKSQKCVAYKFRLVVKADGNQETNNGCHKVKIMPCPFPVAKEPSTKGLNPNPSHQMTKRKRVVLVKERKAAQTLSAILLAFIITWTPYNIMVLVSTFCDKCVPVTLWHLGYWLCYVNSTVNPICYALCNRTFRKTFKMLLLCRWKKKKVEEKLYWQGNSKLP
M4 ag: human M4 muscarinic receptor agonists, primary screen, CHO-K1 cells, Fluo-8 calcium fluorescence; activation, % at 3 µM; actives 0.14% (n = 360,000); CHO-K1 hM4/Gqi5; vehicle 0%, full acetylcholine response 100%;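 active = activation above the run mean over all test wells plus 3 SD, cut at about 32% in these data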;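 also: peak over basal fluorescence ratio per well then scaled between controls; 0% = DMSO wells and 100% = acetylcholine at EC100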
M5 antag: human M5 muscarinic receptor antagonists, primary screen, CHO cells, Fluo-8 calcium fluorescence | Muscarinic acetylcholine receptor M5 (Homo sapiens), P08912 | CHO-hM5 cells, ACh EC80 | inhibition, % at 3 µM | actives 0.59% (n = 360,000) | AID 624040, 2012;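 active = inhibition above a per-plate cutoff, the mean of that plate's test compounds plus 3 SD, cut at about 27% in these data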;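 also: 0% = acetylcholine EC80 with DMSO and 100% = DMSO without agonist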
IDE cell inh: human IDE inhibitors in live cells, primary screen, fluorescence polarization, HEK cells, FAbetaB substrate; Insulin-degrading enzyme (Homo sapiens), P14735; FAbetaB cleavage; inhibition, % at 5.59 µM; actives 0.41% (n = 320,000); AID 434962, 2010;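 active = percent inhibition above the average of all tested compounds plus 3 SD, set per screening campaign, cut at about 16% in these data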;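 also: IDE supplied by intact live HEK cells; FP after avidin binding of uncleaved biotin substrate so inhibition keeps polarization high; 0% = DMSO wells and 100% = 60 µM reference IDE inhibitor Ii1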
M5 PAM: human M5 muscarinic receptor positive allosteric modulators, primary screen, CHO-K1 cells, Fluo-8 calcium fluorescence. Muscarinic acetylcholine receptor M5 (Homo sapiens), P08912. CHO-K1 hM5, ACh EC20 PAM; 0% = ACh EC20, 100% = ACh EC100. activation, % at 3 µM. actives 0.3% (n = 360,000);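 active = activation above the run cutoff, the mean activation of all test compounds plus 3 SD, cut at about 18% in these data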
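Probe or stimulus: acetylcholine, EC20 level; Assay system: human M5 receptor in CHO-K1 cells; Schedule: compound preincubation 140 s before EC20 acetylcholine addition; Technique: intracellular calcium via Fluo-8 fluorescence; Dosing: single-point, 3 µM nominal; Read-out basis: percent activation from peak-over-basal fluorescence ratio, scaled EC20-to-EC100 acetylcholine; Repeats: one well per compound, no replicates.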
CHRM4 PAM: human M4 muscarinic receptor positive allosteric modulators, primary screen, CHO-K1 cells, Fluo-8 calcium fluorescence; Muscarinic acetylcholine receptor M4 (Homo sapiens), P08173; CHO-K1 hM4/Gqi5, ACh EC20; 0% = ACh EC20, 100% = maximal ACh; activation, % at 3 µM; actives 0.4% (n = 360,000);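 active = activation above its plate's cutoff, the mean activation of sample wells plus 3 SD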; also: some results filed as inactive read as strong as hits
An asterisk follows results filed as active; / = no result given. Compounds were not picked by outcome. About 2.9% of those tested had a hit in this group.

CRFBP-R2 block,CRFBP-R2 agonist,M4 antag,M5 ag,M4 ag,M5 antag,IDE cell inh,Structure,M5 PAM,CHRM4 PAM
-6.1,0.1,2.2,-0.2,4.4,7.0,1.6,CCNC(=O)c1ccc(NS(=O)(=O)c2ccccc2)cc1,-4.6,-0.5
7.1,-2.6,-12.6,1.1,2.1,-4.6,-2.1,COc1cc2c(cc1OC)CN(C(=O)c1cc(Cl)nc(Cl)c1)CC2,5.5,-0.6
1.2,-0.4,9.7,-16.0,1.4,4.3,4.4,O=[N+]([O-])c1ccc(OCCCCN2CCc3ccccc3C2)cc1,0.1,-13.7
21.9,0.1,1.9,-0.5,0.3,-1.7,-2.1,O=C(CCC1CCCCC1)NCc1ccccn1,-3.9,-9.2
-2.1,-1.1,-16.3,2.4,0.7,-5.7,-0.3,Cc1ccc(OCC(=O)N(C)CC(=O)N(CC(C)C)c2c(N)n(CC(C)C)c(=O)[nH]c2=O)c(C)c1,-1.1,4.3
5.1,-0.9,-0.8,-5.2,3.7,0.8,2.4,CCc1cccc(C)c1NC(=S)NCC1CCN(c2ccc(OC)cc2)C1 (stereo unspecified),2.2,-3.5
-15.6,10.4,-4.6,-7.1,2.0,5.2,2.1,O=C(COc1ccccc1Cc1ccccc1)NCCCN1CCOCC1,1.9,4.3
12.3,0.5,2.0,-5.6,0.5,16.4,2.7,COc1ccc(-c2cc(CNC(=O)CN3CCN(C)CC3)on2)cc1,2.2,17.5
-18.3,0.5,-1.8,-3.8,0.4,-1.0,10.9,CCc1ccccc1NC(=S)N(CCCN(C)C)Cc1cc2cc3c(cc2[nH]c1=O)OCO3,-1.1,-1.3
6.7,-1.0,7.3,-3.5,1.4,-1.9,3.9,Cc1ccccc1NC(=O)c1cccc2nccnc12,-6.9,8.9
10.0,3.8,-1.3,-0.4,-0.1,5.3,-1.3,C=C1CCN([C@H](C(=O)OCc2cccc(C)c2)C(C)C)S(=O)(=O)c2ccccc21,-4.5,-1.1
-8.4,16.6,-2.1,-2.4,0.8,-4.3,5.8,CC(C)[C@H](NC(=O)Nc1ccc(Oc2ccccc2)cc1)C(=O)O,7.7,5.8
24.0,-2.2,4.1,0.5,5.0,18.7,-1.2,C/C(=N\NC(=O)c1ccc(N/N=C(\C)c2ccc(O)cc2)cc1)c1ccc(O)cc1,-20.2,-22.9
-6.5,3.1,1.1,2.6,0.7,2.1,3.0,Cn1c(=O)c2c(nc(CN3CCN(c4ccc(F)cc4)CC3)n2CCN2CCOCC2)n(C)c1=O,12.2,2.7
-32.3,-0.2,11.5,-3.4,0.7,0.9,8.4,CC(C)CCn1c(Sc2nc3ccccc3o2)nc2c1c(=O)[nH]c(=O)n2C,0.1,0.1
3.7,0.3,1.8,3.0,1.5,-1.7,-1.5,O=C(Nc1ccc(N2CCCC2)cc1)c1cc2ccccc2o1,5.2,-3.3
/,/,-3.3,2.8,-0.3,5.4,/,CC(=O)N1Cc2cc(C(=O)NCC(F)(F)F)nc(-c3cccc(-c4cccnc4)c3)c2[C@H]1CCO,5.0,12.2
-9.1,-0.7,-0.4,1.8,0.2,-14.7,5.2,COc1ccc2c(c1OC)C(=O)N(c1ncn[nH]1)C2,17.1,5.9
-50.8,0.5,17.3,1.5,-1.3,3.8,-9.2,O=C(Cn1ncc(Cl)c(Cl)c1=O)NCC1CCCCC1,-2.8,-8.1
/,/,-5.9,1.8,14.7,-1.3,/,COc1ccc(C(O)c2nc(-c3ccc4ccccc4c3)cs2)cc1 (stereo unspecified),0.0,2.8
10.8,-1.7,-1.5,-4.4,0.6,6.2,4.4,Cc1cccc(CC2CC(=O)N(c3ccccc3)C2=O)c1 (stereo unspecified),-3.2,-1.7
-10.1,1.2,2.9,-1.6,3.5,-4.6,0.2,CCNC(=O)c1ccccc1-c1nc(-c2ccccc2Cl)no1,-0.1,0.3
18.1,-0.1,-7.7,-3.3,0.2,7.1,-3.0,CC(C)=CC(=O)OCc1csc(CC(=O)Nc2ccccc2C)n1,-1.4,-4.6
-28.3,-0.8,-8.4,-1.6,0.9,-1.3,-7.3,O=C(NC1(C(F)(F)F)NC(=O)N(c2ccccc2)C1=O)c1cccs1 (stereo unspecified),-2.7,-0.9
-3.3,0.6,3.6,-1.1,2.4,2.3,/,COc1cccc(C(=O)N/N=C(\C)c2ccc(NC(=O)Cc3ccccc3)cc2)c1OC,5.4,0.3

Complete entries as entered above.
`COc1cc2c(cc1OC)CN(C(=O)c1cc(Cl)nc(Cl)c1)CC2` reads CRFBP-R2 block: 7.1; CRFBP-R2 agonist: -2.6; M4 antag: -12.6; M5 ag: 1.1; M4 ag: 2.1; M5 antag: -4.6; IDE cell inh: -2.1; M5 PAM: 5.5; CHRM4 PAM: -0.6
`COc1ccc(-c2cc(CNC(=O)CN3CCN(C)CC3)on2)cc1` reads CRFBP-R2 block: 12.3; CRFBP-R2 agonist: 0.5; M4 antag: 2.0; M5 ag: -5.6; M4 ag: 0.5; M5 antag: 16.4; IDE cell inh: 2.7; M5 PAM: 2.2; CHRM4 PAM: 17.5

Going on with the list.
CRFBP-R2 block,CRFBP-R2 agonist,M4 antag,M5 ag,M4 ag,M5 antag,IDE cell inh,Structure,M5 PAM,CHRM4 PAM
5.6,-0.2,-6.2,6.6,3.9,-1.6,11.4,NS(=O)(=O)c1ccc(-c2ccc(/C=C3\NC(=S)NC3=O)o2)cc1,-0.9,4.4
-3.0,0.4,-11.9,-4.8,1.3,-8.2,4.0,Cn1cnnc1SCC(C)(C)NS(=O)(=O)c1ccc(Cl)cc1,1.0,-5.8
-10.3,-1.0,-14.5,-0.8,0.6,-4.8,4.2,CCc1ccc(C2CC(c3cccc(OC)c3)n3nc(N)nc3N2)cc1 (stereo unspecified),6.8,5.4
0.8,3.0,-13.6,-2.2,4.2,0.2,16.2*,Cc1occc1C(=O)N/N=C/c1ccc(-c2ccccc2)cc1,0.6,3.1
-35.5,-2.0,-0.7,1.0,2.0,-3.1,5.4,CCCCNC(=S)N(C)/N=C/c1ccc(OCc2ccc(C(=O)OC)cc2)c(OC)c1,-2.1,1.6
4.5,-0.8,-11.3,-3.0,0.6,4.9,/,Cc1cccc2c1CCCC2=O,-10.4,11.9
7.1,-2.1,-8.7,-4.5,0.1,8.8,6.7,CC(=O)C1=C(C)Nc2ncnn2C1c1cccc(Br)c1 (stereo unspecified),-0.3,4.2
-4.0,-0.3,-10.0,-1.3,1.4,3.1,-0.1,CCOC(=O)N1CCC(NC(=O)CS(=O)(=O)Cc2nc(-c3cccc(OC)c3)oc2C)CC1,-4.6,2.5
-26.6,-2.9,-2.4,-3.4,-0.4,7.2,-1.7,CCOC(=O)c1ccc(N2C(=O)CC(N3CCC(Nc4ccc(F)cc4)CC3)C2=O)cc1 (stereo unspecified),-1.2,3.4
26.9,-2.3,3.2,1.7,2.2,0.1,-1.0,COc1ccc(NC(=O)CSc2nnc(Cc3cccn3C)n2CCc2ccccc2)cc1OC,1.2,-2.3
-0.8,-2.0,4.8,0.4,1.1,6.7,6.6,O=C(NCC1CCCO1)C(c1ccc(F)cc1)N(CC1CCCO1)C(=O)c1ccc(-c2ccccc2)[nH]1 (stereo unspecified),3.3,1.5
-9.5,-0.9,-1.4,1.8,0.8,-1.6,-1.0,CCCC(=O)Nc1ccc2c(c1)C(=O)NC2=O,2.0,3.5
-4.1,0.9,-5.6,0.3,2.4,4.0,1.9,O=C1CC[C@@H](C(=O)N2CSC[C@H]2C(=O)O)N1,-7.7,-2.5
-12.7,1.5,0.0,-1.5,-1.6,-13.6,1.4,COc1ccc(C2=NN(CCC(=O)NC3CCC(C)CC3)C(=O)CC2)cc1 (stereo unspecified),10.9,-1.7
-17.9,14.8,-4.3,4.5,-0.3,-0.6,1.5,Cc1ccc(S(=O)(=O)c2c(C)nn(C(C)(C)C)c2OC(=O)CC(C)C)cc1,-2.0,-16.5
-17.0,1.3,-21.6,-2.5,-1.6,2.5,-1.2,CCOc1ccccc1N1CCN(C(=O)c2cc3c(C)cc(C)cc3[nH]2)CC1,2.4,0.4
-0.1,-0.5,-4.1,-2.6,4.7,-0.1,4.7,N#Cc1ccc(OCc2nnc(-c3ccc([N+](=O)[O-])cc3)o2)cc1,-2.4,-3.9
4.5,-1.0,-15.3,-1.9,-0.1,7.5,-6.6,COc1ccc(N(Cc2cc(=O)[nH]c3ccccc23)C(C)=O)cc1,4.1,5.0
/,/,-7.2,-1.3,3.1,-1.6,/,CC1(C(=O)NCc2ccccc2Br)CCN1C(=O)CCc1ccc(Cl)cc1Cl (stereo unspecified),-4.2,-1.5
23.4,0.5,-23.4,-4.8,-0.1,-2.4,4.1,O=[N+]([O-])c1ccc(-c2csc(Nc3ccccc3)[n+]2Cc2ccccc2)cc1,-7.4,-11.2
-3.4,-1.4,-7.6,-0.8,1.3,0.5,4.7,COc1cc(NC(=O)C2CC(=O)N(Cc3ccco3)C2)cc(OC)c1 (stereo unspecified),4.0,8.4
55.0*,50.3*,4.5,5.2,3.5,11.6,2.5,CCCCNC(=O)c1sc(=S)n2c1[nH]c(=O)c1ccccc12,-8.8,-3.7
-19.8,-0.8,-17.1,1.5,7.1,-4.5,-1.8,CC(=O)c1ccc(N2CCN(C(=O)CCS(=O)(=O)c3ccc(C)cc3)CC2)cc1,4.8,18.3
2.1,-0.2,4.2,1.5,0.1,2.4,2.9,CSCCC(NC(=O)c1ccccc1)C(=O)N1CCN(C(C)=O)CC1 (stereo unspecified),12.3,12.0
-13.8,-4.8,6.0,1.7,5.7,1.3,0.1,NC(=O)c1cc2ccccc2o/c1=N/NC(=O)c1ccccc1,1.0,2.9
16.7,-0.6,-4.5,-0.5,6.6,21.2,4.2,COc1ccc(/C=N/Nc2nc(C)cc(-c3ccccc3)n2)cc1OC,-16.9,-6.4
-4.8,0.3,8.1,1.4,0.3,12.9,-2.8,O=C(COC(=O)c1cccnc1Cl)NCCc1ccccc1,-1.1,4.3
15.7,-1.8,5.7,-2.6,0.7,10.3,4.2,CC1CCCN(CC(O)COc2ccc(Cl)cc2)C1 (stereo unspecified),-0.4,-4.2
5.6,0.1,6.5,4.5,0.7,2.7,-0.4,O=[N+]([O-])c1ccccc1S(=O)(=O)Nc1ccc(S(=O)(=O)N2CCCC2)cc1,1.6,0.6
7.4,-2.7,6.2,-4.3,0.3,-0.3,-1.7,O=C(COC(=O)/C=C/c1ccc([N+](=O)[O-])cc1)NC(c1ccccc1)c1ccccc1,-2.0,-3.3

Screening results from PubChem.
